Source: PubChem BioAssay (Fisher Drug Discovery Resource Center)
mcGAS inh – inhibitors of mouse cGAS; inhibition, % at 12.5 µM; Q8C6L5; hit rate 0.15% among 160,000; recombinant cGAS, Kinase-Glo ATP depletion luminescence; AID 1259399;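 note: 0% = negative control wells and 100% = reference inhibitor with no enzyme activity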
NPYLR7 agonist – activates Aedes aegypti NPYLR7 receptor | activation, % at 10 µM | hit rate 0.15% among 270,000 | HEK293T NPYLR7/Galpha15, GCaMP6s calcium fluorescence; in the data active = activation above about 40%;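 note: 0% = vehicle and 100% = reference agonist at the receptor; some compounds past the cut are filed as inactive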
hcGAS inh – blocks human cGAS activity | hit rate 0.081% among 290,000 | recombinant h-cGAS, ATP depletion, Kinase-Glo luminescence | inhibition, % at 12.5 µM | Q8N884 | AID 1259398;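 note: 0% = vehicle reaction and 100% = reaction without DNA for no activity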
Target sequence (Q8N884 whole entry, looked up): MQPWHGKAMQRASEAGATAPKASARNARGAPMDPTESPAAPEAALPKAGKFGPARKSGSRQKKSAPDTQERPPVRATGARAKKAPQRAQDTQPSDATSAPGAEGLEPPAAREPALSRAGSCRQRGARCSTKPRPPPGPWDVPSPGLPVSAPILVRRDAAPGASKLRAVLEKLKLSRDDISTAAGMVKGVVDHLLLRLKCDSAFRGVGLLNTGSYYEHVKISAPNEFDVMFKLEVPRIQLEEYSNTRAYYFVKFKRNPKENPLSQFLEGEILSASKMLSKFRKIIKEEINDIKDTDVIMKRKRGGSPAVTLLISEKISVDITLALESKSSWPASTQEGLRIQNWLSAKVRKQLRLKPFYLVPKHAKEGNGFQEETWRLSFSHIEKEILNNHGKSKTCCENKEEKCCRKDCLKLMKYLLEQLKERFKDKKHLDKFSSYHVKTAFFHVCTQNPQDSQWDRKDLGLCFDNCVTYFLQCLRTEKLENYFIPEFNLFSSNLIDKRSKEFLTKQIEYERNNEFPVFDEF
Numbers without * were called inactive; nt = no result given; & = joins results of further samples. Cut-off read from the data, not from the text of the source, unless noted: active = inhibition above about 40%; inactive = the rest.

Molecule	mcGAS inh	NPYLR7 agonist	hcGAS inh
CCc1nc(CN2CCN(Cc3ccc(C)o3)C(CCO)C2)c(C)[nH]1 (stereo unspecified)	nt	4	-1
CCn1ncnc1CN1CCC(c2[nH]ncc2-c2cccc(OC)c2)CC1	nt	12	-6
Cc1cccnc1C1=NOC(Cc2ccccc2)C(=O)N1Cc1ccccc1 (stereo unspecified)	nt	8	0
Cc1c(C)c(C(=O)NC2CC2)n(Cc2ccc(F)c(F)c2)c1C	-5	12	-16
CCN1C(=O)C2CSCN2C1=O (stereo unspecified)	nt	9	-5
CCCCC(=O)Nc1c(-c2ccc(OC)c(OC)c2)nc2cc(C)ccn12	-7	-3	-6
Cc1ccc(Nc2nc(NCCc3ccccc3)nc3nccnc23)c(C)c1	nt	2	-5
COc1cccc(C(C2Sc3ncnn3C2=O)N2CCc3ccccc3C2)c1 (stereo unspecified)	0	-2	1
CCc1nc(COC(=O)CC(NC(C)=O)c2ccc(C)cc2)cs1 (stereo unspecified)	nt	2	4
CCOc1cc(/C=C2/SC(=S)N(C(C)C(=O)O)C2=O)ccc1O (stereo unspecified)	-9	37	-6
O=C(COc1ccc(Cl)cc1)Nc1nnc(SCc2c(Cl)cccc2Cl)s1	-5	6	-3
CCc1ccc(NC(=O)Nc2ccc(N3CCC(C)CC3)c(C(=O)N3CCC(C)CC3)c2)cc1	-4	11	0
COC(=O)c1sccc1S(=O)(=O)Nc1ccc(OC(F)F)cc1	nt	-15	12
O=C(O)CCc1nc2ccc(Br)cc2c2nc(=O)c(-c3ccccc3)nn12	-5	0	-6
CCCN(Cc1ccncc1)C(=O)C1COc2ccccc2O1 (stereo unspecified)	nt	-6	-5
CSc1nncc(-c2ccc(Br)cc2)n1	-2	6	-1
CCC(C)C(=O)NS(=O)(=O)c1c(Cl)nc2ccccn12 (stereo unspecified)	nt	9	-4
CN(Cc1cccc(-n2cccn2)c1)Cc1cccs1	-15	1	-4
Cc1noc(C)c1CNC(=O)c1cccc(NC(=O)c2ccco2)c1C	nt	22	-7
C=CCNC(=O)NC1CCN(c2ccccc2C(=O)NCc2ccc(F)cc2)CC1	-3	-1	-3
Cc1ccc(S(=O)(=O)N2CCCCC2)cc1C(=O)NCc1ccc(CN2CCOCC2)cc1	nt	0	2
COc1ccccc1CN1CCn2nc(C(=O)NCCOc3ccccc3)cc2C1=O	0	-4	0
Cc1cc(N2CCCC2)ccc1NC(=O)CCn1cnc2ccccc2c1=O	nt	0	-6
Cc1c(C(=O)N2CCCCC2CCc2ccc(O)cc2)oc2c(F)cccc12 (stereo unspecified)	-4	-2	4
CC(=O)c1ccc(Oc2nc(C)nc(N3CCCC(C)C3)c2N)cc1 (stereo unspecified)	nt	14	-11
Cc1nn(C)cc1NC(=O)CN1CCCCC1c1ccccn1 (stereo unspecified)	2	2	-1
Cc1ccc(S(=O)(=O)N2CCC(C(=O)NC(C)CCCC(C)C)CC2)c(C)c1 (stereo unspecified)	-9	15	-14
O=C1CCC2(CCCN(C(=O)c3ncoc3C3CC3)C2)CN1CCCO (stereo unspecified)	-3	nt	-6
CC1(C)CNC(=O)c2nc(C3CC(=O)N(C4CC4)C3)[nH]c2C1 (stereo unspecified)	nt	4	7
COc1cc(N=c2scc(-c3ccccc3)n2CCCN2CCCCC2C)cc(OC)c1 (stereo unspecified)	-5	-1	-3
Cc1nccn1-c1ccc(NC(=O)c2ccc(N3CCNC3=O)cc2)cn1	nt	2	-4
CCOCC(=O)Nc1c(C)nc2ccc(C)cn2c1=O	nt	3	-17
Cc1ccc(C)c(C2CC(=O)Nc3c2c(C)nn3-c2ccc(Cl)nn2)c1 (stereo unspecified)	nt	-2	-4
CCNC(=O)CN(CC)S(=O)(=O)c1cnn(-c2ccc(F)cc2)c1C	nt	2	-3
CN(Cc1n[nH]c(=O)n1Cc1ccc(Cl)cc1Cl)S(C)(=O)=O	nt	-7	-2
C=C1C(C)(C)[C@H]2CC[C@]1(C(=O)N1CCC(c3nn(C)c(=O)n3CC)CC1)C2	-6	nt	-9
O=C(O)c1ccc(Br)c(F)c1	nt	-2	-8
CCN=c1ccc(C#N)cn1C(=O)COc1ccc(C(=O)CC)cc1	nt	-6	4
CC(C)N1CCC(c2nnc(Cn3ccnc3)n2C2CC2)CC1	-4	nt	-9
Cc1ccc([N+](=O)[O-])cc1S(=O)(=O)N(C)/N=C\c1cnc2ccc(Br)cn12	-3	-5	2
C=CCN(CC=C)Cn1c(=S)oc2ccc(S(=O)(=O)Nc3ccc(OC)cc3)cc21	nt	0	4
CCCc1c(C(=O)O)cnn1-c1cccc(F)c1	nt	-2	1
COCc1ccc(CN2CCCC(C(=O)c3cc(C)c(OC)c(C)c3)C2)o1 (stereo unspecified)	nt	-2&14	-4&-7
N#CCn1cnc2c(nnn2-c2cccc(F)c2)c1=O	-8	-7	-7
C=CCC(C)(C)CN1CCN(C)C2(CCN(C(=O)N(CC)CC)CC2)C1	nt	5	-3
O=C(NC1CCC(O)CC1)c1c(OCc2ccccn2)nn2ccsc12 (stereo unspecified)	nt	27	-8
Cc1cccc(C(=O)N(CCCN(C)C)c2nc3cc4c(cc3s2)OCO4)c1	-5	1	-2
Nc1nc2c(nc(Br)n2[C@@H]2O[C@@H]3COP(=O)(O)O[C@H]3[C@H]2O)c(=O)[nH]1	nt	-13	1
CCc1nc2ccccc2n1CCC(=O)N1CCc2c(ncnc2N(C)C)C1	0	-4	1
O=C1C=CC(=O)N1c1cc(C(F)(F)F)ccc1Cl	4	-3	-2

(cont.)
compound | mcGAS inh | NPYLR7 agonist | hcGAS inh
COc1ccc(NC(=O)c2c(C)c(N3CCOCC3)c(C)n2Cc2cccc(C(F)(F)F)c2)cc1OC | -5 | 1 | -2
CCc1nc(N(CCOC)CCC(=O)NC2CC2)c2ccc(Cl)cc2n1 | -7 | -4 | -5
CC(=O)N(C)c1ccc(NC(=O)CN2CCCC(C(=O)c3ccccn3)C2)cc1 (stereo unspecified) | nt | -3 | -2
Cc1ccc(S(=O)(=O)n2cc(-c3ccc(Cl)cc3)c(N)n2)cc1F | nt | 8 | -2
CC(C)(C)NC(NC(=O)c1ccccc1)C(Br)(Br)Br (stereo unspecified) | -5 | -8 | 3
Cc1cccc(Nc2ccc(N3CCN(C(=O)C4CCCO4)CC3)nn2)n1 (stereo unspecified) | nt | 10 | -6
Cc1oc(-c2ccco2)nc1CN1CCCCC1c1ccccn1 (stereo unspecified) | 2 | -4 | 10
N#Cc1ccc(COC(CN2CCN(C(=O)C3C[C@H]3c3ccccc3)CC2)c2cccc(N3CCCC3)c2)cc1 (stereo partly specified) | -6 | 5 | -3
Cc1ccc(C)c(CN2CCN(Cc3ccc(C)o3)C(CCO)C2)c1 (stereo unspecified) | nt | 12 | -5
CCOC(=O)c1ccc(-n2ccnc2CC)c(NC(=O)C(C)(C)Oc2ccc(Cl)cc2)c1 | -5 | nt | -5
CCOC(=O)C1CCCCN1CC(=O)N1N=C(c2ccccc2F)CC1c1ccc2c(c1)OCO2 (stereo unspecified) | -7 | -1 | -7
Cc1oc(-c2ccccc2)nc1CC(=O)NC(C)CCCO (stereo unspecified) | nt | -6 | 1
O=[N+]([O-])c1ccc(NCc2cccc(C(F)(F)F)c2)c(S(=O)(=O)N2CCOCC2)c1 | nt | 3 | -3
O=C(NC1CCCCC1)N1CCn2cccc2C1c1ccccc1F (stereo unspecified) | nt | 9 | -6
Cc1nc(CN2CCC(C(=O)NCc3ccccc3C)CC2)cs1 | nt | 8 | -4
COCCNC(=O)c1cc2n(n1)CCN(Cc1ccccc1F)C2=O | -7 | 17 | -7
Cc1noc(C)c1C(=O)OC(C)C(=O)Nc1c(Cl)cc(Cl)cc1Cl (stereo unspecified) | -8 | -1 | -5
CN(C)C(=S)CC(O)(c1ccccc1)c1ccccc1 | nt | 2 | 7
O=C1C[C@H]2CC[C@@H](CN1)N2Cc1cn[nH]c1-c1ccc(F)cc1 | 3 | 6 | 1
COc1ccc(N(Cc2ccc(F)cc2Cl)C2=NC3CS(=O)(=O)CC3S2)cc1 (stereo unspecified) | 1 | 0 | 0
COC(=O)c1cc(CN2C[C@@H]3[C@@H]4CC[C@@H](C4)[C@@H]3C2)cs1 | -15 | 6 | -5
O=C(CSc1nc(=O)n(CCO)c2c1CCC2)N1CCCc2ccccc21 | -8 | -2 | -6
COc1ccc(S(=O)(=O)N2CCN(Cc3nnnn3-c3ccc(C)cc3)CC2)cc1C | -10 | 2 | -5
CCN1CCN(c2nc(N)c([N+](=O)[O-])c(Nc3ccccc3F)n2)CC1 | -3 | 2 | 2
C=C(C)CC(C)=NNc1ccc(S(N)(=O)=O)cc1[N+](=O)[O-] | -6 | 2 | -6
CC(C)NC(=O)CSc1ncnc2scc(-c3ccc(Cl)cc3)c12 | -4 | -2 | -6
CCn1nc(C)c(C(=O)N2CCCC(O)(CO)CC2)c1C (stereo unspecified) | nt | 10 | -9
O=C(c1ccccc1F)N(Cc1ccccc1F)CC1CC(c2ccccn2)=NO1 (stereo unspecified) | -4 | 4 | -5
O=C(Nn1cnc2c(cnn2-c2cccc(Cl)c2)c1=O)C1(c2ccc(Cl)cc2)CCCC1 | nt | 4 | -11
CCOC(=O)C1=C(C)N=c2sc(=Cc3ccc(OC)c(OC)c3)c(=O)n2C1C=Cc1ccccc1 (stereo unspecified) | -6 | -6 | -5
CCN=C(NC#N)SCC(=O)N(CC)CC | nt | 9 | 16
O=C(c1cc2c(s1)CCC(C(=O)N1CCCCC1)C2)N1CCCCC1 (stereo unspecified) | -7 | nt | -14
CCOc1ccc(NC(=O)N(C)Cc2nccs2)cc1C | nt | 9 | -9
C#CCNC(=O)c1cnc2c(-c3cccc(C(F)(F)F)c3)cnn2c1C | -6 | 3 | -11
C#CCn1cnc(-c2ccccc2)c1NC(=O)c1cc(C)ccc1F | nt | 6 | -4
CCOC(=O)C1CCN(C(=O)c2nn(-c3ccc(C)c(C)c3)c(=O)n(Cc3ccccc3Cl)c2=O)CC1 | -6 | 17 | -4
O=c1oc2ccc([N+](=O)[O-])cc2cc1-c1csc(Nc2ccc(F)cc2)n1 | -3 | -3 | -11
CCOC(=O)N1CCN(C(=O)CCCSc2ccc(NC(C)=O)nn2)CC1 | -11 | -1 | -7
CC(Oc1ccccc1F)C(=O)NCCn1ncccc1=O (stereo unspecified) | nt | 3 | -3
COC(=O)C1CCN(CC(O)COc2cccc(CNCC(F)(F)F)c2)CC1 (stereo unspecified) | nt | 12 | -10
CCOC(=O)C1CCCCN1CC(=O)N1N=C(c2cc(C)ccc2C)CC1c1ccc(Cl)cc1 (stereo unspecified) | -5 | 2 | -5
CC1(c2ccccc2)C2SCC(=O)N2CCN1CC(=O)NN (stereo unspecified) | -6 | -3 | -7
C=CCC(O)(CC=C)c1ccc(CN(Cc2ccsc2)C2CC2)o1 | -3 | 0 | 0
CCC(Sc1ccc2nnc(CCNC(=O)c3ccccc3)n2n1)C(=O)OC (stereo unspecified) | -7 | 1 | -3
CC=CCOc1ccccc1-n1c(C)c(C)n2c3c(=O)n(C)c(=O)n(C)c3nc12 | -8 | 5 | -2
CCCCCCCCn1c(C)cc(=O)[nH]c1=O | nt | 8 | -6
O=C(C1CSc2ccccc2O1)N1CCC(c2ccc(O)cc2)CC1 (stereo unspecified) | nt | 0 | 7
O=C1NCCN2CCN(Cc3cccc4nonc34)CC12 (stereo unspecified) | nt | 15 | -6
CN(CCNC(=O)COc1ccc(CC#N)cc1)C1CC1 | nt | -5 | -9
CO/N=C(/C(=O)Nc1ccc(OC)nc1)c1csc(NC=O)n1 | -1 | 6 | -4
O=C(NCCc1ccc2ccccc2n1)c1cccc(N2CCNC2=O)c1 | -15 | 19 | -9
NC(=O)c1nc(-c2ccc(Cl)cc2)nc2c1[nH]c(=O)n2-c1ccc2c(c1)OCO2 | -8 | -3 | -6
COC(=O)c1cc(Br)ccc1S(=O)(=O)Nc1ccc(C(C)=O)cc1 | -8 | 2 | -9
COc1ccc2sc(C(=O)Nc3ccc(Cc4ccccc4)cc3)c(Cl)c2c1 | -2 | -3 | -1
C=CC(=O)NC1CC2CCC(C1)N2Cc1ccc(OC)cc1OC (stereo unspecified) | -5 | 1 | -6
Cc1c(C(=O)NCCC2CN(C)CCO2)n(C)c2c(C)cccc12 (stereo unspecified) | nt | -1 | 4
Cc1c(Cl)cccc1N1N=C2NN(c3ccccc3)C(=N)C2N1 (stereo unspecified) | nt | 0 | -6
CCC(=O)Oc1ccc(N(C)C2=NS(=O)(=O)c3ccccc32)cc1 | 0 | -2 | 0
CCn1nnc2c(SCC(=O)NC(C)(C)C)ncnc21 | nt | -1 | -5
Cc1ccc2nc(C3CC3)cc(C(=O)NCc3c(C)noc3C)c2c1 | nt | -2 | 6

Taken from above.
Cc1c(C(=O)NCCC2CN(C)CCO2)n(C)c2c(C)cccc12 (stereo unspecified) in NPYLR7 agonist shows -1
COC(=O)c1cc(Br)ccc1S(=O)(=O)Nc1ccc(C(C)=O)cc1 in hcGAS inh shows -9

In another format: results already given
Every second line gives: mcGAS inh	NPYLR7 agonist	hcGAS inh
NC(=O)c1nc(-c2ccc(Cl)cc2)nc2c1[nH]c(=O)n2-c1ccc2c(c1)OCO2
    -8	-3	-6
COC(=O)c1cc(Br)ccc1S(=O)(=O)Nc1ccc(C(C)=O)cc1
    -8	2	-9
COc1ccc2sc(C(=O)Nc3ccc(Cc4ccccc4)cc3)c(Cl)c2c1
    -2	-3	-1
C=CC(=O)NC1CC2CCC(C1)N2Cc1ccc(OC)cc1OC (stereo unspecified)
    -5	1	-6
